# Bcl-W Bim block: inhibitors of Bim binding to Bcl-W, primary screen, biochemical, multiplexed, bead-based flow cytometry; inhibition, % at 10 µM; 190,000 tested, 0.02% active; AID 952, 2007; Bcl-2-like protein 2 (Homo sapiens), Q92843; Bim peptide-Bcl-W binding;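 further: 0% = bound tracer without compound and 100% = peptide blocker; higher means less fluorescent Bim peptide bound to Bcl-W beads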
# Target sequence (Q92843 whole entry, looked up): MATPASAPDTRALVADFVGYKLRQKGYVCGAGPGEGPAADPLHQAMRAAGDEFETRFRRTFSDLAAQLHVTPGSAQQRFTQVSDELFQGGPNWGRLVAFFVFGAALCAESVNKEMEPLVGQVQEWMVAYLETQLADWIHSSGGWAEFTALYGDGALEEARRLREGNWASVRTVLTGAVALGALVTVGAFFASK
# Rac1 mut GTP: GTP binding modulators of activated mutant Rac1, primary screen, biochemical, bead-based flow cytometry, multiplex, fluorescent GTP; Ras-related C3 botulinum toxin substrate 1 (Homo sapiens), P63000; GST-Rac1 activated beads; actives lie on both sides; 100% means binding = to untreated wells; percent activity (GTP binding), % at 10 µM; 190,000 tested, 0.11% active;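 active means GTP binding at least 20 percentage points away from the 100% baseline, in either direction, so actives lie on both sides; inconclusive means Compound likely fluorescent itself, or too few beads counted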
# Rab2A wt mod: modulators of GTP binding to Rab2A wildtype, primary screen, biochemical, dog, bead-based flow cytometry, multiplex | Ras-related protein Rab-2A (Canis lupus familiaris), P61105 | GST-Rab2 wt beads, Bodipy-GTP binding | GTP binding activity, % at 10 µM | 190,000 tested, 0.19% active | AID 760, 2007;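 active means GTP binding activity at least 20 points away from 100%, either lowered or raised; inconclusive means signal likely due to the compound's own green fluorescence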;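 further: 0% = beads with excess unlabeled GTP and 100% = no-compound control corrected for plate trend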
# Cdc42 wt GTP: modulators of GTP binding to wildtype Cdc42, primary screen, biochemical, multiplex bead flow cytometry, Bodipy-GTP. Cell division control protein 42 homolog (Homo sapiens), P60953. GST-Cdc42 beads; actives lie on both sides. percent activity (GTP binding), % at 10 µM. 190,000 tested, 0.2% active. AID 761, 2007;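 active means percent activity GTP binding at least 20 points away from the 100% baseline, either down as inhibitor or up as activator; inconclusive means compound flagged as likely green fluorescent from well-wide comparison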;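 further: median bead fluorescence of bound Bodipy-FL-GTP at 100 nM; 0% = excess unlabeled GTP control and 100% = no compound control; below 100% means less GTP binding so inhibitor and above means activator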
# Bcl-B Bim block: inhibitors of Bim-Bcl-B binding, primary screen, biochemical, multiplexed, human Bcl-2 family; Bcl-2-like protein 10 (Homo sapiens), Q9HD36; bead-based flow cytometry, Bim peptide-Bcl-B binding; AID 951, 2007; inhibition, % at 10 µM; 190,000 tested, 0.073% active;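 further: 0% = tracer peptide without compound and 100% = reference inhibitor peptide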
# Target sequence (Q9HD36 whole entry, looked up): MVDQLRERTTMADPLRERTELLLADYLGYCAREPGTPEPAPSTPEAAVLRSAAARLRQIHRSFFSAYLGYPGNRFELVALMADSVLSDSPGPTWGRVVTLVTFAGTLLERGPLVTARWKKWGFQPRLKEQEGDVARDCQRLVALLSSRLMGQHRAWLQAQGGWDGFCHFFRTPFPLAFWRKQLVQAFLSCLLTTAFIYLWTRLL
# Rab7 wt GTP bind: modulators of GTP binding to Rab7, primary screen, biochemical, wildtype, multiplex bead flow cytometry | Rab7 GTPase wild type (dog), Bodipy-FL-GTP binding | GST-Rab7 beads, fluorescent GTP binding; actives lie on both sides; untreated = 100%, excess cold GTP = 0% | GTP binding activity (percent of control), % at 10 µM | 190,000 tested, 0.055% active | AID 758, 2007;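 active means fluorescent GTP binding to Rab7 beads changed by at least 20 points from the 100% baseline, either direction, mostly lower; inconclusive means compound itself probably fluorescent, or too few beads counted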;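 further: median green fluorescence of bound Bodipy-FL-GTP per Rab7 bead population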
# HRas wt GTP bind: modulators of GTP binding to HRas wildtype, primary screen, biochemical, bead-based flow cytometry, multiplex; 190,000 tested, 0.14% active; GST-Ras wt beads, Bodipy-FL-GTP binding; actives lie on both sides; GTP binding activity, % at 10 µM; GTPase HRas (Homo sapiens), P01112;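 active means GTP binding activity at least 20% away from the 100% baseline, either lowered as inhibitor or raised as activator; inconclusive means flagged as likely green fluorescent, judged across all proteins in the well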;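 further: 0% = unlabeled GTP competition control and 100% = no-compound control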
# Target sequence (P01112 whole entry, looked up): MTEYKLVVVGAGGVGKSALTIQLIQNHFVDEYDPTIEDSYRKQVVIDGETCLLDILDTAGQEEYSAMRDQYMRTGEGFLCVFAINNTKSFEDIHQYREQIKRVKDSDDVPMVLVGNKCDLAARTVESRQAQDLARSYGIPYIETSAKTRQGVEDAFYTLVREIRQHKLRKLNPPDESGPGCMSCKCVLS
# Bim-Bfl-1: inhibitors of Bim binding to Bfl-1, primary screen, biochemical, multiplexed, bead-based flow cytometry | inhibition, % at 10 µM | 190,000 tested, 0.12% active | Bcl-2-related protein A1 (Homo sapiens), Q16548 | Bim-Bfl-1 binding inhibition;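 further: 0% = wells without compound plus tracer and 100% = blocker peptide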
# Bim-Bcl-XL: inhibitors of Bim-Bcl-XL binding, primary screen, biochemical, multiplexed, bead flow cytometry, human Bcl-XL; Bcl-2-like protein 1 (Homo sapiens), Q07817; Bim peptide-Bcl-XL binding, fluorescence; inhibition, % at 10 µM; 190,000 tested, 0.04% active; AID 1007, 2008
# Target sequence (Q07817 whole entry, looked up): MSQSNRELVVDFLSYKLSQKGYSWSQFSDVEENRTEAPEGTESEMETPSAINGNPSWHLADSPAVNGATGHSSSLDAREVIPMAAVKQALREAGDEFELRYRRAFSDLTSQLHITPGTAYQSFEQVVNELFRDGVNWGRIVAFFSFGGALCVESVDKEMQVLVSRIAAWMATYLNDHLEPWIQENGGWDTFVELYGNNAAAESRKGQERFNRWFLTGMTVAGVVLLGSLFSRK
# Bcl-2 Bim block: inhibitors of Bim-Bcl-2 binding, primary screen, biochemical, multiplexed, human Bcl-2 family. Bead-based flow cytometry, Bim peptide-Bcl-2 binding. Apoptosis regulator Bcl-2 (Homo sapiens), P10415. 190,000 tested, 0.06% active. inhibition, % at 10 µM; in the data active means inhibition above about 40%; inconclusive means no clear call, values can overlap the other calls;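 further: 0% = no compound wells with probe peptide and 100% = reference peptide inhibitor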
# Rac1 wt modul: wildtype Rac1 GTP binding modulators, primary screen, biochemical, GST-Rac1 beads, flow cytometry, multiplex. Ras-related C3 botulinum toxin substrate 1 (Homo sapiens), P63000. GTP binding activity (% of control), % at 10 µM. 190,000 tested, 0.27% active. fluorescent GTP binding; actives lie on both sides; 0 = cold GTP competed, 100 = untreated;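 active means GTP binding activity at least 20 points away from the 100% control level, either lower or higher; inconclusive means compound flagged as likely green fluorescent, judged across all proteins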
# Active calls of the source: *; ? = inconclusive. Unless noted, no stated cut-off is given here; in the data, active means inhibition above about 40%.
# Preview, 11 compounds:
SMILES,Bcl-W Bim block,Rac1 mut GTP,Rab2A wt mod,Cdc42 wt GTP,Bcl-B Bim block,Rab7 wt GTP bind,HRas wt GTP bind,Bim-Bfl-1,Bim-Bcl-XL,Bcl-2 Bim block,Rac1 wt modul
O=C1c2ccc([N+](=O)[O-])cc2C(=O)N1c1c[nH]c(=O)[nH]c1=O,0,95,100,97,-2,103,101,-5,-1,-1,95
CC(C(=O)Nc1sccc1C(N)=O)N1C(=O)C2CC=CCC2C1=O (stereo not given),-4,97,103,101,-3,102,100,0,-5,-1,101
Nc1nnc(COc2cccc(C(F)(F)F)c2)s1,-2,96,99,100,-3,101,99,-5,1,0,100
Cc1nc(OCc2ccccc2)c2ccccc2n1,0,94,94,95,-5,95,95,-12,-3,-3,96
Cc1nc(-c2ccccc2)sc1C(=O)/C=C/N(C)C,-1,94,96,98,-4,95,96,-4,-1,-2,96
O=[N+]([O-])c1ccc(N/N=C/c2ccc[nH]2)cc1,-6,100,102,101,-4,100,101,0,-7,-3,105
CC(=O)c1ccc(N2C(=O)NC3(CCCCC3)C2=O)cc1,-2,98,99,97,-2,99,99,-1,0,-1,95
CC1NC(=O)N(C)C2NC(=O)N(C)C(c3ccccc3)C12 (stereo not given),0,100,99,103,-4,99,100,-15,-4,-7,101
Cc1cccc(NC(=O)c2ccc(NS(=O)(=O)c3c(C)noc3C)cc2)c1,-4,100,102,102,-7,99,99,-15,-2,-11,102
COC(=O)c1[nH]c2cc(OC)ccc2c1NC(=O)CCN1CCN(Cc2ccc3c(c2)OCO3)CC1,-1,100,100,102,-8,97,99,-9,-6,-11,100
CCNc1nc(OCCNC(C)=O)nc(N(C)C)n1,-5,90,90,93,-1,93,94,0,-2,-3,95

# The whole of this part, previewed entries included:
SMILES,Bcl-W Bim block,Rac1 mut GTP,Rab2A wt mod,Cdc42 wt GTP,Bcl-B Bim block,Rab7 wt GTP bind,HRas wt GTP bind,Bim-Bfl-1,Bim-Bcl-XL,Bcl-2 Bim block,Rac1 wt modul
O=C1c2ccc([N+](=O)[O-])cc2C(=O)N1c1c[nH]c(=O)[nH]c1=O,0,95,100,97,-2,103,101,-5,-1,-1,95
CC(C(=O)Nc1sccc1C(N)=O)N1C(=O)C2CC=CCC2C1=O (stereo not given),-4,97,103,101,-3,102,100,0,-5,-1,101
Nc1nnc(COc2cccc(C(F)(F)F)c2)s1,-2,96,99,100,-3,101,99,-5,1,0,100
Cc1nc(OCc2ccccc2)c2ccccc2n1,0,94,94,95,-5,95,95,-12,-3,-3,96
Cc1nc(-c2ccccc2)sc1C(=O)/C=C/N(C)C,-1,94,96,98,-4,95,96,-4,-1,-2,96
O=[N+]([O-])c1ccc(N/N=C/c2ccc[nH]2)cc1,-6,100,102,101,-4,100,101,0,-7,-3,105
CC(=O)c1ccc(N2C(=O)NC3(CCCCC3)C2=O)cc1,-2,98,99,97,-2,99,99,-1,0,-1,95
CC1NC(=O)N(C)C2NC(=O)N(C)C(c3ccccc3)C12 (stereo not given),0,100,99,103,-4,99,100,-15,-4,-7,101
Cc1cccc(NC(=O)c2ccc(NS(=O)(=O)c3c(C)noc3C)cc2)c1,-4,100,102,102,-7,99,99,-15,-2,-11,102
COC(=O)c1[nH]c2cc(OC)ccc2c1NC(=O)CCN1CCN(Cc2ccc3c(c2)OCO3)CC1,-1,100,100,102,-8,97,99,-9,-6,-11,100
CCNc1nc(OCCNC(C)=O)nc(N(C)C)n1,-5,90,90,93,-1,93,94,0,-2,-3,95
CCCCN(C)CCC(=O)Nc1ccc(C)cc1,-4,101,102,106,-4,99,101,-1,-4,-2,106
CCOc1cc(C(c2c(C)[nH][nH]c2=O)c2c(C)[nH][nH]c2=O)ccc1OS(=O)(=O)c1ccccc1,-2,98,98,101,0,97,100,-5,-3,-3,100
CCO[C@H]1OC(C(=O)NCc2ccccc2)=C[C@@H](c2ccc(Br)cc2)[C@@H]1CCCO,-1,96,96,94,-2,103,96,-6,0,-3,98
O=C(CSc1ccc(-c2ccc(Cl)cc2)nn1)N1CCCc2ccccc21,-2,96,97,96,-7,102,97,-13,-4,-8,97
COC(CNC(=O)c1cc(C)nn1-c1ccccc1)OC,-1,96,102,101,-3,103,102,-2,-3,0,96
c1ccc(Cc2nc3ccccc3o2)cc1,3,100,100,99,-7,98,103,-13,-22,-9,106
COc1ccc2cc(C(=O)N3CCOCC3)sc(=O)c2c1OC,-8,99,100,102,-3,101,98,-3,-10,-13,103
O=C(NCc1ccc(N2CCCC2=O)cc1)c1ccc(F)cc1,-4,95,98,93,-5,105,94,-6,-4,-3,99
COc1cc(/C=N/NC(=O)CCc2c(C)n[nH]c2C)cc(OC)c1OC,-2,99,97,99,-4,97,97,-6,-2,-3,99
Cc1ccccc1N1C(=O)C(Cl)=C(N2CCN(c3ccccc3)CC2)C1=O,-3,97,103,100,-3,94,100,0,0,-2,98
CC1=C(C(=O)OC(C)C)C(c2cccs2)NC(=O)N1 (stereo not given),2,95,102,99,-4,107,101,-3,-2,1,97
COc1cc(C(=O)Nc2nnc(CC(C)C)s2)c([N+](=O)[O-])cc1OC,0,?,?,?,-2,?,?,-5,-1,-7,?
CNC(=O)c1[nH]cnc1C(=O)Nc1ccccn1,0,94,97,92,-3,101,94,-7,-1,-1,94
Nc1nc(-c2ccccc2)c(N=Nc2ccccc2Cl)s1,-1,?,?,?,-5,?,?,2,-5,-3,?
COc1ccc(C(=O)C2CCCN(C(=O)c3cccs3)C2)cc1F (stereo not given),-3,94,97,97,-10,105,98,-10,-3,-3,98
CCc1ccc(OC)c(S(=O)(=O)NCCOc2ccccc2)c1,-3,98,98,99,-6,100,99,-2,-5,-3,98
CCOC(=O)c1sc(N)nc1-c1ccccc1,0,100,99,103,0,102,98,-2,0,0,106
Cc1[nH]c2ccccc2c1NC(=O)CN1CCN(Cc2ccc3c(c2)OCO3)CC1,1,99,102,104,-4,100,101,-10,-8,-9,103
CCOC(=O)c1c(NC(=O)CSc2nnc(-c3cccc(C)c3)n2CC)sc(C(C)=O)c1C,-1,98,96,98,-2,96,96,2,-2,-1,100
O=C(CC1CCCCC1)OCn1nnc2ccccc2c1=O,5,102,103,105,-6,102,104,-10,2,-6,105
COc1ccc(-n2c(C)n[nH]c2=O)cc1OC,0,97,96,101,0,96,98,0,-1,1,98
Cc1cc(C)c2[nH]c(=O)c(C(c3nnnn3Cc3ccc4c(c3)OCO4)N3CCC(C)CC3)cc2c1 (stereo not given),-2,97,102,100,-6,96,100,-17,-7,-5,103
N#Cc1nc(-c2ccc(Cl)cc2)oc1NCCc1ccccn1,0,100,98,102,-7,97,99,-11,-1,-12,101
COc1ccc(Cl)cc1-n1c(=S)sc2c(=O)[nH]c(SCC(=O)NCC3CCCO3)nc21 (stereo not given),-2,95,96,103,-6,98,100,-6,-1,-10,102
O=c1[nH]cnc2c1sc1nc(-c3ccccc3)c3c(c12)CCCC3,-4,100,100,102,-8,96,98,-4,-2,0,100
CC(C(=O)N(C)C)N(C#N)c1nc(N(C)C)nc(N(C)C)n1 (stereo not given),-1,92,92,95,-6,95,95,-10,-9,-4,95
O=c1c(-c2nnc(SCc3ccc(Cl)cc3)o2)cccn1Cc1ccccc1,1,98,96,98,-5,97,100,-5,-2,-3,105
O=C(CNS(=O)(=O)c1ccc2ccccc2c1)OCc1csc(-c2ccccc2)n1,-4,98,96,98,-8,95,98,-2,-5,-6,98
Cn1nnnc1SCC(=O)NC1CCCc2ccccc21 (stereo not given),0,98,101,102,-2,97,100,-3,0,-2,100
O=C(CCc1ccccc1)Nc1ccc(NC(=O)C2CC2)nc1,1,99,102,106,0,105,103,0,1,-4,106
COc1cc(/C=C2\SC(c3ccccc3)=NC2=O)cc(Cl)c1O,8,81,77*,78*,-19,88,81,22,-2,7,81
Oc1ccc(Cl)cc1/C=C/c1ccc2cccc(O)c2n1,-2,96,97,97,0,101,97,-1,-2,-3,101
O=C(Nc1nnc(-c2ccco2)o1)c1ccc(S(=O)(=O)N2CCOCC2)cc1,0,96,101,96,0,108,97,0,-1,4,99
COc1ccc2nc(NC(=O)C3CCCN(S(=O)(=O)c4cccs4)C3)sc2c1 (stereo not given),0,99,99,101,-6,99,100,-11,-6,-6,102
CN(C)S(=O)(=O)c1ccc(Cl)c(NC(=O)COC(=O)c2cc(-c3ccccc3)nc3ccccc23)c1,-1,100,100,103,-7,98,101,0,-4,-5,101
COC(=O)c1cnc2ccccc2n1,2,98,97,100,4,98,101,4,2,2,105
Cc1ccc(S(=O)(=O)NCc2ccncc2)cc1C,-4,95,96,95,-7,105,98,-17,-3,-12,99
Cc1ccc(NC(=O)CCSc2nnc(Cc3ccccc3)o2)cc1,-3,98,93,93,-9,91,96,-17,-7,-8,96
Nc1ccccc1-c1ccccc1N,0,97,98,99,-2,104,99,-7,-1,-2,101
CCOc1ccccc1Oc1coc2cc(O)ccc2c1=O,-1,101,107,107,-10,106,108,3,0,-4,106
